Epigenetic reg: Quantitative High-Throughput Screen for Regulators of Epigenetic Control; murine LDR cells, GFP reporter derepression, 30 h; Potency, µM (highest dose often 53.9 µM), inactives show at the highest dose GFP activation, most hits filed as activators; actives 0.2% (n = 280,000); further: potency means the concentration at half of the fitted maximal effect; % of control where 0% means no effect; nearly all actives have a fitted effect of over 60% in size
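In this reporter-derepression format, murine cells bearing a silenced integrated CMV-GFP locus incubate with test compound (30 h, 37 C), then are washed and imaged; fluorescent objects of 20–120 um count as induced cells.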
HttQ103 aggreg: qHTS Multiplex Assay to Identify Dual Action Probes in a Cell Model of Huntington: Aggregate Formation (GFP). actives 1.1% (n = 220,000). Potency, µM (doses to about 46.1 µM), without a hit: top-dose activity change, negative = inhibition, usual class: inhibitors. PC12 HttQ103-GFP aggregates, Acumen cytometry, 40 h. AID 1688, 2009; further: potency means the concentration at half of the fitted maximal effect; on the % scale 0 is the no-effect control and ±100 the full control effect; nearly all actives have a fitted effect of over 60% in size
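Aggregates are detected as GFP objects 1–25 µm with signal 6 STDEV over background in lysates of induced PC12 cells. These carry Huntingtin exon 1 with 103 glutamines fused to GFP under an ecdysone promoter; compounds titrated.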
L3MBTL1 inh: qHTS Assay for the Inhibitors of L3MBTL1 | AlphaScreen L3MBTL1–H3K9me1 peptide binding | Potency, µM (doses to about 57.1 µM), for the others: at the top dose activity, negative = inhibition, most hits filed as inhibitors | actives 0.66% (n = 230,000) | Lethal(3)malignant brain tumor-like protein 1 (Homo sapiens), Q9Y468; further: potency means the concentration at half of the fitted maximal effect; on the % scale 0 is the no-effect control and ±100 the full control effect; nearly all actives have a fitted effect of over 60% in size
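First, the protein-peptide complex forms for 30 min at room temperature (L3MBTL1 50 nM, biotinylated H3K9me1 peptide 75 nM). Next, compounds are pin-transferred and incubated 30 min. Finally, AlphaScreen beads are added and read after 30 min.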
KinaseGlo FLuc: Counterscreen for Luciferase (Kinase-Glo TM) Inhibition. Luciferin 4-monooxygenase (Photuris pensylvanica), Q27757. Kinase-Glo luciferase, ATP luminescence, 8 min. Potency, µM (top dose mostly 38.3 µM), for the others: at the highest dose activity change, negative = inhibition, hits mostly inhibitors. actives 0.28% (n = 200,000). AID 1379, 2008; further: potency means the concentration at half of the fitted maximal effect; on the % scale 0 is the no-effect control and ±100 the full control effect; nearly all actives have a fitted effect of over 60% in size
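Kinase-Glo luciferase light output from ATP and luciferin was measured with 10 uM ATP, within the enzyme's linear range. Buffer: 50 mM imidazole pH 7.2, 50 mM KCl, 7 mM MgCl2, 0.01% Tween 20, 0.05% BSA; luminescence read after 8 min at ambient temperature.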
CBFb RUNX1 block: qHTS Assay for Compounds Blocking the Interaction Between CBF-beta and RUNX1 for the Treatment of Acute Myeloid Leukemia | Runt-related transcription factor 1 (Homo sapiens) + Core-binding factor subunit beta … | AlphaScreen CBFb-His/RUNX1-biotin binding, biochemical | Potency, µM (series often up to 59.8 µM), inactives show at the top dose activity, negative = inhibition, hits mostly inhibitors | 230,000 tested, under 10 active | AID 1477, 2009; further: % of control where 0% means no effect
Target sequence (Q01196 whole entry, looked up): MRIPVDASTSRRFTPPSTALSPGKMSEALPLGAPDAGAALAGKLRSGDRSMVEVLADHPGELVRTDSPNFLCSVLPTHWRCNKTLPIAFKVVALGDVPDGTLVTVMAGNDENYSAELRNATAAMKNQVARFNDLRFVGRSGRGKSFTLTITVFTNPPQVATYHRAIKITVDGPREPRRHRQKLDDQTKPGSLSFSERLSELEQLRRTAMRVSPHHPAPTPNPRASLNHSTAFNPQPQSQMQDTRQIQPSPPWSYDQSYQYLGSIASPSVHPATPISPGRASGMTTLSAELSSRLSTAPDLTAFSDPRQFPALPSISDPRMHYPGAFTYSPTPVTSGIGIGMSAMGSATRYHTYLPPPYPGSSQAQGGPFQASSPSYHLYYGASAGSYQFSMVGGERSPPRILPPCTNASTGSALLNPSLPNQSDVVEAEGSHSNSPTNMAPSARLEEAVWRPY
Target sequence (Q13951 whole entry, looked up): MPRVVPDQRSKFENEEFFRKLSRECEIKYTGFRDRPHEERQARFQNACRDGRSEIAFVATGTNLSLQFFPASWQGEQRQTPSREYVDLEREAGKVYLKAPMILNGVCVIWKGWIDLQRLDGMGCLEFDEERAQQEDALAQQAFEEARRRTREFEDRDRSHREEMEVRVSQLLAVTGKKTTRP
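CBF-beta (His) and RUNX1 (biotin), 30 nM each; 20 min preassociation; + compound, 15 min; + beads 50 ng each (Ni, streptavidin), 90 min; RT; AlphaScreen read.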
IMPase Li inh: qHTS Assay for Identifying the Cell-Membrane Permeable IMPase Inhibitors: Potentiation with Lithium; CHO-M1 cells, IP1 TR-FRET (IP-One), carbachol + lithium; Potency, µM (titrated, usually from 59.4 µM), inactives show at the top dose activity, negative = IMPase inhibition, actives largely listed as inhibitors; actives 0.35% (n = 210,000);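 further: IP1 builds up when IMPase is blocked and the TR-FRET signal falls; potency means the concentration at half of the fitted maximal effect; plate controls were basal vehicle for no effect and high inhibitor control for full effect; nearly all actives have a fitted effect of over 50% in size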
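Concentration–response in CHO-M1 cells, lithium-potentiated; 30 min at 37C. IP1 detected by competitive TR-FRET after 10 min lysis at RT. Hill-fitted AC50.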
NPSR antag: qHTS Assay for Antagonists of the Neuropeptide S Receptor: cAMP Signal Transduction; Q6W5P4; CHO-NPSR cells, cAMP TR-FRET, antagonist mode; Potency, µM (top dose mostly 38.3 µM), without a hit: at the highest dose activity change, negative = inhibition, actives largely listed as inhibitors; actives 1% (n = 220,000); AID 1461, 2008; further: potency means the concentration at half of the fitted maximal effect; on the % scale 0 is the no-effect control and ±100 the full control effect; nearly all actives have a fitted effect of over 50% in size; many of its hits are not listed in these tables
Target sequence (Q6W5P4 whole entry, looked up): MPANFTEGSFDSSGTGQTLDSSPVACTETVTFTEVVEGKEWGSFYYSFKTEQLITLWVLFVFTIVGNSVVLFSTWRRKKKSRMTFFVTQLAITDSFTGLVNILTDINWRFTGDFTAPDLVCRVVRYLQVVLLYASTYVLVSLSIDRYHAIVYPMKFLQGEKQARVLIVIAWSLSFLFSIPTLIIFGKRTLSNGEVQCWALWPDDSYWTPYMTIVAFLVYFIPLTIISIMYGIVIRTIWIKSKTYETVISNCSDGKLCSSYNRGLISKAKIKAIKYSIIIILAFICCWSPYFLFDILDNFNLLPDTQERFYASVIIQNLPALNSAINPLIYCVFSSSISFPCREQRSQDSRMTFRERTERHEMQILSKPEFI
Starred values were filed as active, the others as inactive; ? = inconclusive; . = no result given; & = joins results of further samples; [ ] = dose if it differs, or a comment. The call rests on the fitted dose curve; in most records, active means well fitted curve in the direction sought with a large enough effect; inconclusive means small, poorly fitted or top-dose-only effect, or another doubt; inactive means no such curve, though single readings can be large; an effect the other way counts as inactive or inconclusive. An excerpt; rates above refer to the full screens.

SMILES | Epigenetic reg | HttQ103 aggreg | L3MBTL1 inh | KinaseGlo FLuc | CBFb RUNX1 block | IMPase Li inh | NPSR antag
COc1cccc(C2CC(c3ccccc3Cl)Nc3nc(N)nn32)c1 (stereo unspecified) | -1.0% | -5% | 24%[11.4 µM] | 2% | 3% | 9% | -3%
Cc1ccc2oc3c(c(=O)c2c1)C(c1cccc(Br)c1)N(Cc1ccco1)C3=O (stereo unspecified) | 0.0% | 8% | 6% | 2% | 0% | 5%[38.3 µM] | -8%[46.1 µM]
COC(=O)[C@@H]1C[C@H]2CC[C@H](O)C[C@H]2N1Cc1ccccc1OS(=O)(=O)c1ccc(C)cc1 | 0.2%&-3.6% | -38%[9.22 µM] | . | -2% | -9%&-3% | 4% | 9%
NCCCNCCCCN(CCCN)/[N+]([O-])=N/O | ? | . | . | 0% | 2%[21.7 µM] | 8% | .
Oc1[nH]c2ccc(Br)cc2c1N=NC(=S)N1CCOCC1 | -1.4% | ? | ? | . | . | . | ?
CCOCCCNC(=O)NC12CC3CC(CC(C3)C1)C2 | -5.7% | -19% | 5% | . | -3% | . | -5%[46.1 µM]
COc1c(C)cc(Br)cc1C(=O)Nc1ccc(Cc2ccncc2)cc1 | -1.5% | ? | 0% | 1% | -2% | 13% | ?
CCOC(=O)C1(C)NC(c2ccc(N(C)C)cc2)C2C(=O)N(CC)C(=O)C21 (stereo unspecified) | 1.2% | 0% | -1% | -3% | 2% | -9%[38.3 µM] | -9%[46.1 µM]
Cn1nc(C(C)(C)C)cc1C(=O)NCc1ccc(N2CCCC2=O)cc1 | 0.0% | 1.8µM* | . | 1% | 6% | 34%[activator][38.3 µM] | -10%[46.1 µM]
CCOC(=O)C1=C(C)NC2=C(C(=O)CC(C)(C)C2)C1c1ccsc1 (stereo unspecified) | -0.1% | 17% | . | -1% | 2% | 34%[38.3 µM] | -23%[46.1 µM]
OC(COc1ccccc1Cl)CN1CCN(CC(O)COc2ccccc2Cl)CC1 (stereo unspecified) | -1.6% | ? | -8% | 1% | 3% | 4%[38.3 µM] | -3%[46.1 µM]
COc1cc(-c2c(C#N)c(N)nc3c2CCCC3)cc(OC)c1OC | 1.8% | 6% | -21% | 1% | -1% | -2% | -19%[46.1 µM]
COCC(=O)Nc1nnc(Cc2ccc(OC)c(OC)c2)s1 | -0.8% | 4% | 0% | 0% | 6% | 0%[38.3 µM] | 6%[46.1 µM]
CC(C)(C)n1nnnc1C(c1cccs1)N1CCCc2ccccc21 (stereo unspecified) | -0.7% | -23% | . | 1% | -1% | 3%[38.3 µM] | -27%[46.1 µM]
CCCCCCN1CC(O)=C(c2ccccc2)C1=N | -1.0% | ? | . | -3% | -4% | 34%[38.3 µM] | -24%[46.1 µM]
Cc1cc(C)c2c3c(sc2n1)C(c1cccc(F)c1)C(C#N)=C(N)O3 (stereo unspecified) | 7.9% | -4% | . | -2% | -3% | 28%[38.3 µM] | -14%[46.1 µM]
Cc1ccnc(NS(=O)(=O)c2ccc(NC(=O)c3ccc(C)o3)cc2)n1 | 5.8% | 16% | -4% | 2% | 9% | 0% | -11%[46.1 µM]
CCNc1nc(NC(C)C)nc(N2CC(=O)N(CC(=O)OCC)C2=N)n1 | 1.1% | -5% | 0% | 1% | 7% | 1% | 1%
O=C(NCCc1ccccc1)C1CCCN(S(=O)(=O)c2cccc3nonc23)C1 (stereo unspecified) | 0.1% | 9% | . | 0% | -2% | 13%[38.3 µM] | -12%[46.1 µM]
Cc1ccc(Nc2cc(C)nc(-c3ccccc3O)n2)cc1 | -1.5% | -29% | . | -2% | 10% | 3%[38.3 µM] | ?
Cc1sc2ncn(/N=C/c3ccco3)c(=O)c2c1C | -0.9% | -10%[9.22 µM] | . | . | 18% | . | -11%
Cc1nc2ccccc2cc1OCc1ccc(F)cc1 | -0.9% | ? | 29% | 3% | 17% | 9% | -5%[46.1 µM]
COc1ccccc1C(=O)N/N=C/c1ccc(Cl)s1 | -1.8% | -22% | -1% | -1% | -3% | 2% | 3%
Cc1cccc(CSc2nc3[nH]ncc3c(=O)[nH]2)c1 | -1.0% | -6% | -15% | 4% | -3% | 16% | -7%
COc1cccc([C@@H]2Oc3ccc(Br)cc3C(=O)[C@H]2OC(=O)NCCOc2ccccc2)c1 | -0.1% | . | . | 0% | -5% | 3% | .
CCS(=O)(=O)N1CCCC(C(=O)NCCc2ccc(OC)c(OC)c2)C1 (stereo unspecified) | 0.0% | ? | -1% | 1% | 4% | 6%[38.3 µM] | -4%[46.1 µM]
COc1ccc(NC(=S)NCc2cccnc2)cc1OC | 4.4% | 10% | 6% | -1% | -1% | 0% | 13%
COc1ccc(N2CCN(CCNC(=O)CCS(=O)(=O)c3cccc4nsnc34)CC2)cc1 | -7.3% | -8% | -2% | 1% | 2% | 0% | 1%
CC12CCC(C(=O)NCc3ccc4c(c3)OCO4)(CC1=O)C2(C)C (stereo unspecified) | -2.1% | 4% | -4%[11.4 µM] | 0% | ? | 13%[38.3 µM] | 1%[46.1 µM]
COC(=O)C(CCCCNC(=O)c1ccc([N+](=O)[O-])cc1)NC(=O)c1ccc([N+](=O)[O-])cc1 (stereo unspecified) | -1.4% | 11% | 0% | 14% | -2% | -1% | -15%

Compounds from the list above with an NH in an aromatic ring, in the order listed:
SMILES | Epigenetic reg | HttQ103 aggreg | L3MBTL1 inh | KinaseGlo FLuc | CBFb RUNX1 block | IMPase Li inh | NPSR antag
Oc1[nH]c2ccc(Br)cc2c1N=NC(=S)N1CCOCC1 | -1.4% | ? | ? | . | . | . | ?
Cc1cccc(CSc2nc3[nH]ncc3c(=O)[nH]2)c1 | -1.0% | -6% | -15% | 4% | -3% | 16% | -7%

Remaining list, next part
SMILES | Epigenetic reg | HttQ103 aggreg | L3MBTL1 inh | KinaseGlo FLuc | CBFb RUNX1 block | IMPase Li inh | NPSR antag
CCOC(=O)c1cc2c(s1)-c1ccccc1CC2 | 8.8% | -8% | 60%[activator] | -1% | 19% | 4%[38.3 µM] | 4%[46.1 µM]
CC(/C=C/c1ccccc1)=N\NC(=O)Cn1nc(C)cc1C | -0.9% | -14% | 4% | -1% | -14% | -9% | 4%
Cc1ccc(S(=O)(=O)C2(C(=O)O)CCCC2)cc1C | -7.7% | -9% | 2% | -5% | -5% | -8%[38.3 µM] | -11%[46.1 µM]
COc1ccc2nc(NC(=O)C3CCN(S(=O)(=O)c4cccnc4)CC3)sc2c1 | -0.2% | -28% | . | -2% | -3% | 0%[38.3 µM] | -15%[46.1 µM]
Cc1cc(C)c2c(n1)sc1c(=O)n(CC(=O)c3ccccc3)cnc12 | 1.1% | -2%[9.22 µM] | -4% | . | 4% | . | -3%
c1ccc2oc(-c3ccn[nH]3)cc2c1 | 0.1% | -10%[9.22 µM] | -2% | . | 20% | . | -11%
CCOC(=O)N/N=C/c1ccccc1OCc1ccc(Cl)cc1 | 0.9% | -17% | 10% | -1% | -1% | 9% | -30%
Cc1ccc(S(=O)(=O)Nc2c(C)n(C)n(-c3ccccc3)c2=O)cc1C(=O)NCc1ccccn1 | 0.0% | 2% | . | -1% | 4% | 30%[38.3 µM] | -4%[46.1 µM]
Cc1ccc(Cn2c(=O)c3c(nc4n3CCN4Cc3ccco3)n(C)c2=O)cc1 | 0.1% | -16% | -1% | -1% | -7% | 2% | -5%[46.1 µM]
Cn1cc(S(=O)(=O)c2ccccc2)n(C)c1=O | -0.6%[10.1 µM] | -2%[9.22 µM] | 1% | 4% | -4% | -7% | 14%
COc1ccc(NC(=S)Nc2ccccc2F)c(OC)c1 | -1.3% | -1% | -5% | -4% | -3% | 8%[38.3 µM] | -2%[46.1 µM]
Cc1ccc(-n2c(C)cc(/C=c3/sc4nc5ccccc5n4c3=O)c2C)cc1 | -0.8% | 5% | . | -5% | 6% | 17%[38.3 µM] | -7%[46.1 µM]
COc1cccc(/C=C/C(=O)OCC(=O)Nc2ccc(Cl)c(S(=O)(=O)N(C)C)c2)c1 | 1.0% | 10% | -1% | 0% | 4% | 10% | -4%
COc1cccc(NC(=O)c2ccc(-c3ccc([N+](=O)[O-])cc3)o2)c1 | ? | -11%[9.22 µM] | -7% | 1% | -12% | 14% | -7%
CCOC(=O)c1c(NC(=O)C2CC=CCC2C(=O)O)sc(C)c1CC (stereo unspecified) | -3.2% | 0%[9.22 µM] | -15% | 2% | 11% | -5% | 28%
Cn1ncc(Br)c1C(=O)Nc1cccc(C(F)(F)F)c1 | -1.0% | -2%[9.22 µM] | . | . | 8% | . | -14%
COC(=O)Nc1ncc(CN2C(=O)c3ccccc3C2=O)s1 | -2.1% | -12% | -28%[11.4 µM] | 0% | 6% | 24%[38.3 µM] | 14%[46.1 µM]
O=C(CSc1nnc(CNc2ccc(Cl)cc2)o1)Nc1nc2ccccc2s1 | -0.1% | 11% | 8% | 0% | -7% | 7%[38.3 µM] | 3%[46.1 µM]
Cc1cc(=O)oc2c1c(C)nn2-c1ccc(C(=O)OC(C)C)cc1 | 0.0% | ? | -5% | -6% | -6% | 1%[38.3 µM] | 5%[46.1 µM]
CCC(C)NCCOCCOc1ccc(Cl)cc1Br (stereo unspecified) | -1.1% | ? | -10% | -2% | 21% | -5% | -9%
COc1ccccc1C(=O)N(CN1CCCC1=O)c1cccc(Cl)c1 | -1.0% | -13% | 5% | 1% | 5% | 32%[38.3 µM] | -14%[46.1 µM]
CC(=O)Nc1ccc(C(=S)NCCCO)cc1 | 0.9% | 6% | 3% | 1% | -1% | -6% | 8%
COc1cc(-c2onc3ccc(Br)cc23)cc(OC)c1OC | 3.1% | -16%[9.22 µM] | 19% | -1% | 8% | 21% | 32%
Cc1noc(C)c1C(=O)NCc1ccccc1Br | -2.5% | -4% | -2% | 2% | 6% | 2% | 8%
CC(C)OC(=O)CC1C(=O)NCCN1C(=S)NC(=O)c1ccccc1 (stereo unspecified) | -0.6%[10.1 µM] | 4%[9.22 µM] | 3% | 0% | -4% | -5% | 15%
Cc1ccccc1NC(=O)Nc1ccccc1Br | 2.1% | -8% | 1% | -5% | -1% | -1%[38.3 µM] | -11%[46.1 µM]
